Compound activity from PubChem BioAssay.
UGM FP inh: M. tuberculosis UGM enzyme inhibitors, primary screen, biochemical, fluorescence polarization, single point | inhibition, % at 10 µM | purified UGM, fluorescence polarization probe displacement | actives 0.06% (n = 320,000); in the data active = inhibition above about 10%, passing the limit was not always enough; inconclusive = no clear call, values can overlap the other calls
Target sequence (P9WIQ1 whole entry, looked up): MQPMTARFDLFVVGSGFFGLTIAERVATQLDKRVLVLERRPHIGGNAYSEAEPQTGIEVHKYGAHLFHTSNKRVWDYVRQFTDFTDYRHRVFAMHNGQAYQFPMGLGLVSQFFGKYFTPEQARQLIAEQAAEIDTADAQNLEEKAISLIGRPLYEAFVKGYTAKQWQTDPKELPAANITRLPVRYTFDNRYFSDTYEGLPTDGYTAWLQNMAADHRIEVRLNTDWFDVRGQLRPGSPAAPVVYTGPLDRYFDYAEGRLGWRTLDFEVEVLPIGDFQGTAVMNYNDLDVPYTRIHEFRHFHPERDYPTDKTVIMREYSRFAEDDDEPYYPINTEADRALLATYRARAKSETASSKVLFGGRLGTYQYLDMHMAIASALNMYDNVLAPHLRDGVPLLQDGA
BoNT-F LC inh: BoNT/F light chain protease inhibitors, primary screen, biochemical, flow cytometry, MLPCN library; Botulinum neurotoxin type F light chain protease (Clostridium botulinum); Multiplex microsphere protease cleavage assay; inhibition, % at 10 µM; actives 0.22% (n = 360,000); AID 588497, 2011; in the data active = inhibition above about 35%, passing the limit was not always enough; inconclusive = no clear call, values can overlap the other calls; note: plate controls were buffer without enzyme for full effect and enzyme alone for no effect
GDH-TPI inh: GDH-TPI coupling enzyme inhibitors, primary screen, artefact control for M. tuberculosis FBA inhibitor project, biochemical, absorbance, full deck. AID 588335, 2011. GDH-TPI coupled enzyme counterscreen, NADH absorbance. inhibition, % at 4.8 µM. actives 1.2% (n = 360,000);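 note: 0% = DMSO wells and 100% = wells lacking the enzyme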
MazEF act: activators of E. coli MazEF toxin-antitoxin RNase, primary screen, biochemical, fluorescence, uHTS; Endoribonuclease toxin MazF (Escherichia coli (strain K12)), P0AE70; FAM/BHQ RNA-DNA oligo cleavage fluorescence, 5 h; activation, % at 20 µM; actives 0.32% (n = 350,000); in the data active = activation above about 50%
Target sequence (P0AE70 whole entry, looked up): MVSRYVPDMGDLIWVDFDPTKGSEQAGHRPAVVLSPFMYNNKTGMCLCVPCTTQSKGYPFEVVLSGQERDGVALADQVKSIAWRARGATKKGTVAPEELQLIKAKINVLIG
VHR inh abs: VHR1 phosphatase inhibitors, primary screen, biochemical, absorbance, uHTS; Dual specificity protein phosphatase 3 (Homo sapiens), P51452; recombinant VHR phosphatase, pNPP absorbance; inhibition, % at 13.3 µM; actives 0.52% (n = 290,000); in the data active = inhibition above about 50%; note: some compounds called inactive have numbers as strong as hits
Target sequence (P51452 whole entry, looked up): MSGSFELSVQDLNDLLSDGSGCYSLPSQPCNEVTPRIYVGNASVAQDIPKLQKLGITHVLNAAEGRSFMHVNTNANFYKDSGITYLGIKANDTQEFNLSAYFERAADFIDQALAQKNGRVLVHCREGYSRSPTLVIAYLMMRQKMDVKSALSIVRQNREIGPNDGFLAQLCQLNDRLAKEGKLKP
Rv3671c inh: Rv3671c serine protease inhibitors, primary screen, biochemical, fluorescence polarization, M. tuberculosis H37Rv | P9WHR9 | inhibition, % at 5.96 µM | actives 0.048% (n = 320,000); in the data active = inhibition above about 38%;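 note: extracellular domain of Rv3671c used as enzyme; 0% = enzyme with DMSO and 100% = no enzyme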
Mtb BioA inh: M. tuberculosis BioA enzyme inhibitors, primary screen, biochemical, plate reader, single point, HTS; 7,8-diaminopelargonic acid synthase BioA (Mycobacterium tuberculosis); purified M. tuberculosis BioA enzyme; inhibition, % at 9.99 µM; actives 0.096% (n = 360,000); in the data active = inhibition above about 40%; inconclusive = no clear call, values can overlap the other calls
FadD28 FP inh: inhibitors of FadD28 bisubstrate probe binding, primary screen, biochemical, fluorescence polarization, single point | AID 588549, 2011 | inhibition, % at 12.5 µM | actives 0.22% (n = 360,000) | Mycobacterium tuberculosis FadD28 fatty-acid-AMP ligase; in the data active = inhibition above about 8.5%, passing the limit was not always enough; inconclusive = no clear call, values can overlap the other calls
CCHF vOTU inh: CCHFV vOTU protease inhibitors, primary screen, biochemical, Pep-AMC substrate, fluorescence; inhibition, % at 11.5 µM; actives 0.55% (n = 370,000); Crimean-Congo hemorrhagic fever virus L polyprotein viral ovarian tumor (vOTU) protease …; note: 0% = vehicle wells with enzyme and 100% = no enzyme wells
Mtb FBA inh: Mtb FBA enzyme inhibitors, primary screen, biochemical, fluorescence, strain H37Rv; purified M. tuberculosis FBA, fluorescence read-out; inhibition, % at 1 µM; actives 2.3% (n = 360,000); AID 588726, 2011; in the data active = inhibition above about 27%;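 note: 0% = vehicle and 100% = reference inhibitor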
Target sequence (P9WQA3 whole entry, looked up): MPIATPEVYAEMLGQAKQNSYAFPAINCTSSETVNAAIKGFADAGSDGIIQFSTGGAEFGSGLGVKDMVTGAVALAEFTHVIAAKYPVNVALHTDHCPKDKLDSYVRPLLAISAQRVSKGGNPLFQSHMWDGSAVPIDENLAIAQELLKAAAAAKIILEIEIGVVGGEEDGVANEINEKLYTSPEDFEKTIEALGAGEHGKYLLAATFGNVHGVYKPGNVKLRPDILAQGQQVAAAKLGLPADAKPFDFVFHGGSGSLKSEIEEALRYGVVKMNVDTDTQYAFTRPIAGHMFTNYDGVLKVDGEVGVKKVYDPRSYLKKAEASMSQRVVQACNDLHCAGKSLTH
Numbers without * were called inactive; ? = inconclusive; . = not tested or not shown; & = joins results of further samples. Cut-off read from the data, not from the text of the source, unless noted: active = inhibition above about 30%; inactive = the rest.

SMILES	UGM FP inh	BoNT-F LC inh	GDH-TPI inh	MazEF act	VHR inh abs	Rv3671c inh	Mtb BioA inh	FadD28 FP inh	CCHF vOTU inh	Mtb FBA inh
O=C(Nc1ccc(Cc2nc3ccccc3s2)cc1)c1ccncc1	-0.6	-4	-11	7	8	0	1.8	-7.9	1	-4
COC(=O)c1ccc(-c2ccc(C(c3c(C)[nH][nH]c3=O)c3c(C)[nH][nH]c3=O)o2)cc1	-2.0	-6	8	2	-1	-18	.	0.0	18	0
CCCCNCC#CCOc1cc(C)ccc1C(C)C	-1.8	-12	-3	11	17	-3	0.0	-5.5	18	0
Cc1[nH]c(=O)cc2ccccc12	4.0	-13	4	2	19	2	.	0.0	2	2
CC1=C(C(=O)Nc2ccccc2C)C(c2cccs2)NC(=S)N1 (stereo not given)	2.7	-1	11	2	-5	3	.	-1.8	9	2
CCc1ccccc1NC1=NCC(=O)N1Cc1ccccc1	2.9	-1	-7	-6	45	-5	0.5	-1.9	4	5
CN(C)c1oc(/C=C/c2cccs2)nc1S(=O)(=O)c1ccccc1	0.1	8	27	-14	38	-13	0.7	-1.7	7	-1
O=C(NCCOc1ccc(F)cc1)c1ccccc1SCc1ccccc1	0.3	-5	7	-7	-5	-4	.	-0.6	12	1
COc1ccc(-c2noc(C(C)NC(=O)c3ccco3)n2)cc1OC (stereo not given)	2.4	-19	-5	8	-8	4	-1.7	-1.7	-6	1
CCNCc1ccccc1OCc1ccccc1	1.5	-18	0	1	38	-12	.	-3.5	-10	-3
COC(=O)CCCC1=CC2=C(c3ccccc3)C(=O)C(C)(OC(=O)C3CCCC3)C(=O)C2=CN1CC1CC1 (stereo not given)	1.6	-12	21	-8	11	-2	3.8	-0.8	10	5
CCOC(=O)C1CCCN(Cc2nc(Cc3ccccc3Cl)no2)C1 (stereo not given)	2.2	-7	8	6	17	-10	1.3	-0.6	-7	2
O=C(CSc1nnnn1C1CC1)N1CCN(Cc2ccccc2F)CC1	3.9	1	6	-4	.	-1	-1.2	-1.6	-12	0
Cc1[nH]c2ccccc2c1CN1CCCCC1	.	-2	6	3	.	.	.	0.6	9	2
CCCCN(C(=O)c1cccc2c(=O)c(C)c(-c3ccccc3)oc12)c1ccccc1	.	2	7	4	-6	.	.	-2.1	3	-4
O=C(COC(=O)COc1cccc(F)c1)Nc1nc2ccccc2s1	-0.6	0	1	0	.	1	0.0	-1.9	9	1
CC(=O)c1ccc(S(=O)(=O)N(C)CCCC(=O)N2CCN(c3ncccn3)CC2)cc1	-3.4	-4	2	6	.	-2	7.6	-0.6	4	1
Cc1ccc(N2C(=O)CC(N3CCc4ccccc43)C2=O)cc1Cl (stereo not given)	-0.9	2	1	2	4	2	-1.0	-0.6	-13	3
O=C1c2ccccc2C(=O)c2c(/C=C/N3CCCCC3)ccnc21	.	-22	2	34	.	.	.	-2.2	30*	-3
Cc1ccc(NC(=O)C2CCCN(c3ncccn3)C2)cc1C (stereo not given)	-0.5	3	15	3	17	-4	-1.2	-0.4	5	2
Nc1nnc(CSCc2ccc(F)cc2)s1	3.4	6	7	1	10	-3	-0.9	-1.5	-6	2
Cc1nn2c(NCCCN(C)C)c3c(nc2c1-c1ccccc1)CCC3	-0.2	-11	-3	16	27	5	.	-3.7	13	1
CCOC(=O)C1=C(N)N2C(=O)C(C)SC2=C(C(=O)OCC)C1c1ccccc1 (stereo not given)	-0.7	-22	5	-9	-5	1	-0.1	-5.3	1	5
Cc1cccc(C(=O)Nc2nnc(COc3ccccc3)s2)c1	-4.2	-6	-3	10	15	-4	.	-3.2	6	1
C[C@H](NC(=O)c1ccccc1Cl)C(=O)OCC(=O)NNC(=O)c1cccs1	.	-5	6	-2	.	7	-0.6	-0.5	10	1
O=C(NC(C(=O)N1CCCC1C(=O)O)=C1CCCCC1)c1ccccc1 (stereo not given)	-1.1	-2	3	-8	-15	8	3.9	-3.6	12	0
O=C1NC(=O)C2(CCN(S(=O)(=O)c3ccccc3)CC2)C(=O)N1	.	-5	11	-2	.	.	-2.2	-0.2	-1	4
Cc1ccc2[nH]c(=O)c(CNC(C)(C)C)cc2c1	4.1	-6	9	-9	8	-5	0.5	-1.8	4	1
CC(=O)Nc1ccc(S(=O)(=O)N2CCN(Cc3nc4sc(C)c(C)c4c(=O)[nH]3)CC2)cc1	-0.4	5	9	-41	1	-5	-1.9	-0.9	7	2
CC1(NC(=O)CSc2nnc(-c3c[nH]c4ccccc34)n2C2CC2)CCS(=O)(=O)C1 (stereo not given)	-1.4	-1	-4	4	.	6	1.8	.	-3	0
CC(NCc1ccc(Cl)c(Cl)c1)C(O)c1ccccc1 (stereo not given)	1.1	-4	-11	4	-21	5	1.2	-3.8	18	0
Cc1ccc(NC(=O)C2CCCCC2C(=O)O)cc1C (stereo not given)	-3.7	?	-7	6	-1	-3	1.7	-2.4	-5	3
Cc1ccc(S(=O)(=O)NCCc2cn3nc(C)c(C)nc3n2)cc1C	-1.5	-2	16	3	3	-11	-3.9	1.2	-86	64*
Cc1ccc(S(=O)(=O)N(C)CCCC(=O)Nc2ccc(F)cc2)cc1	7.2	-1	4	5	16	-3	0.9	-1.0	-3	8
O=C(CC1NCCNC1=O)Nc1cccc([N+](=O)[O-])c1 (stereo not given)	0.8	-8	6	-20	15	5	.	1.7	3	4
C[C@H]1CN([C@@H](C)CO)C(=O)CCCn2cc(nn2)CO[C@@H]1CN(C)C(=O)CCC(F)(F)F	.	-4	0	2	.	.	-0.5&-0.3&-9.3	-3.3	3	-2
NC(=O)c1oc2ccccc2c1NC(=O)CS(=O)(=O)c1ccccc1	-1.3	0	6	6	25	-8	-0.4	-2.3	-9	3
O=C(Nc1cccc(S(=O)(=O)N2CCOCC2)c1)C1CCCN(C(=O)c2ccc(Cl)cc2)C1 (stereo not given)	-1.6	-2	10	-12	23	6	0.3	-2.0	-11	2
COC(=O)c1ccc(Nc2ncnc3sccc23)cc1	-1.1	4	8	8	4	-7	.	-7.4	9	-1
COc1ccccc1OCCn1c(=O)n(C)c2ccccc21	-0.5	0	3	4	35	-6	1.2	-2.7	-7	1

Reprinted at random: 6 entries already listed
SMILES	UGM FP inh	BoNT-F LC inh	GDH-TPI inh	MazEF act	VHR inh abs	Rv3671c inh	Mtb BioA inh	FadD28 FP inh	CCHF vOTU inh	Mtb FBA inh
CCCCNCC#CCOc1cc(C)ccc1C(C)C	-1.8	-12	-3	11	17	-3	0.0	-5.5	18	0
Cc1[nH]c(=O)cc2ccccc12	4.0	-13	4	2	19	2	.	0.0	2	2
Cc1ccc(S(=O)(=O)N(C)CCCC(=O)Nc2ccc(F)cc2)cc1	7.2	-1	4	5	16	-3	0.9	-1.0	-3	8
Cc1ccc(NC(=O)C2CCCCC2C(=O)O)cc1C (stereo not given)	-3.7	?	-7	6	-1	-3	1.7	-2.4	-5	3
COC(=O)CCCC1=CC2=C(c3ccccc3)C(=O)C(C)(OC(=O)C3CCCC3)C(=O)C2=CN1CC1CC1 (stereo not given)	1.6	-12	21	-8	11	-2	3.8	-0.8	10	5
Cc1nn2c(NCCCN(C)C)c3c(nc2c1-c1ccccc1)CCC3	-0.2	-11	-3	16	27	5	.	-3.7	13	1

Next part
SMILES	UGM FP inh	BoNT-F LC inh	GDH-TPI inh	MazEF act	VHR inh abs	Rv3671c inh	Mtb BioA inh	FadD28 FP inh	CCHF vOTU inh	Mtb FBA inh
COc1ccc(Cn2c(=O)[nH]c3cc(C(=O)Nc4ccccc4C)ccc32)cc1	1.2	19	10	13	14	2	-1.3	-0.8	12	-1
O=C(O)c1ccc2c(c1)C(=O)N(c1cccc(S(=O)(=O)Nc3cccc(C(F)(F)F)c3)c1)C2=O	.	-5	1	11	20	-1	1.3	-1.6	13	1
Cc1ccc(NC(=O)NCc2cccnc2)cc1Cl	-2.5	4	7	-6	9	3	1.4	-1.6	-7	2
Cc1ccc(NC(=S)NNC(C)(C)C)cc1	-1.3	.	-3	6	-23	7	-0.5	-0.9	-10	2
Cc1ccc(OCC(=O)Nc2cccc3nsnc23)c(C)c1	2.9	0	9	4	13	-2	0.1	-0.9	-1	8
NCC(=O)NCC(=O)NC1(C(=O)O)CCCC1	.	-2	0	6	.	.	-1.0	-0.2	-1	3
CC(C(=O)OCC(=O)c1ccc([N+](=O)[O-])cc1)N1C(=O)C2C3C=CC(C3)C2C1=O (stereo not given)	-3.5	5	-13	2	12	6	-1.5	-4.3	23	-5
CCCC(=O)Nc1nc2nc(C)cc(=O)n2[nH]1	2.6	11	0	4	11	-7	.	-1.7	5	4
Cc1cc(C(=O)Nc2ccncc2)c(C)o1	.	-264	5	4	.	.	3.9	-2.7	-3	3
CC(C)c1ccc(/C=N/NC(=O)c2c(Cl)cnn2C)cc1	-0.2	-2	-5	-1	-5	-6	.	-0.4	-7	-6
Cc1cc(C)n(Cc2cccc(C(=O)N/N=C/c3ccncc3)c2)n1	-0.9	-4	0	2	2	-7	2.9	-3.7	21	6
CCOC(=O)C1CCN(C(=O)CCNC(=O)Cn2cnc3ccccc3c2=O)CC1	-0.5	-12	-2	-2	36	1	8.7	-3.5	3	0
CC(C)COP(=O)(OCC(C)C)C(O)c1ccc(N(C)C)cc1 (stereo not given)	2.1	1	-3	1	17	-5	7.8	-0.6	-6	-1
Nc1ccc2c(c1)CCC2=O	-1.3	-3	5	2	.	4	-0.5	-0.8	2	3
CC(C)(O)C1C2OC(=O)C1C1(O)CC3OC34C(=O)OC2C14C (stereo not given)	.	2	-2	7	.	.	-1.8	-0.3	3	0
Cc1cc2c(ncn2Cc2ccccc2)c([N+](=O)[O-])c1C	0.0	2	3	8	13	-6	2.5	-3.2	-4	-1
CCOc1ccccc1N(C(=O)c1snc(C(N)=O)c1N)C(C(=O)NCc1ccccc1)c1ccc(O)cc1 (stereo not given)	.	-4	10	4	34	.	0.0	-3.6	-22	7
Cc1cnc(NC(=O)C2CCCO2)s1 (stereo not given)	0.0	-2	9	0	17	-3	-1.5	-1.6	-10	1
CC1CN(Cc2ccccc2)c2nc3c(c(=O)n(C)c(=O)n3C)n2C1 (stereo not given)	4.5	-1	-7	6	17	2	.	1.5	.	6
COc1ccc(N=Nc2c(O)[nH]c(=S)[nH]c2=O)cc1	1.5	4	7	12	18	-19	.	-1.5	11	-39

The final two records of the part above open the next one.
SMILES	UGM FP inh	BoNT-F LC inh	GDH-TPI inh	MazEF act	VHR inh abs	Rv3671c inh	Mtb BioA inh	FadD28 FP inh	CCHF vOTU inh	Mtb FBA inh
CC1CN(Cc2ccccc2)c2nc3c(c(=O)n(C)c(=O)n3C)n2C1 (stereo not given)	4.5	-1	-7	6	17	2	.	1.5	.	6
COc1ccc(N=Nc2c(O)[nH]c(=S)[nH]c2=O)cc1	1.5	4	7	12	18	-19	.	-1.5	11	-39
Cc1cccc(C(=O)O)c1NC(=O)c1ccc(F)cc1	0.0	-3	0	-3	4	-2	0.2	1.4	15	2
COc1ccccc1NS(=O)(=O)c1ccc(C)c(NC(=O)c2c(C)noc2C)c1	-1.5	2	-5	-8	.	-5	1.3	-1.6	12	1
Cc1cccc(OCC(O)CN2CCN(c3ccccn3)CC2)c1C (stereo not given)	-0.2	-4	4	0	24	-5	-0.1	-0.2	-8	5
CC(C)(C)OC(=O)CNC(=O)c1[nH]cnc1C(=O)NCC(=O)OCc1ccccc1	1.7	-5	-6	7	24	10	1.5	-3.1	7	-2
O=C(Cc1csc(N2CCOCC2)n1)N/N=C/c1ccccc1C(=O)O	-0.2	-6	-4	1	-1	5	-0.7	-2.9	-1	4
COc1cc(OC)cc(-c2nc3cc(C)ccc3o2)c1	-1.6	-2	-5	-6	-10	3	-1.4	-3.0	-2	6
